Screening data (PubChem)
FBW7 activator = human FBW7 E3 ligase activation, primary screen | 650,000 compounds, 0.13% hits | Q969H0 | AlphaScreen FBW7–phospho-cyclin E peptide binding, activator screen | AID 1259310 | normalized activity (activation), % at 26.1 µM; in the data active = normalized activity above about 1.9%;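 note: purified mutant Fbw7 with reduced substrate affinity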
Target sequence (Q969H0 whole entry, looked up): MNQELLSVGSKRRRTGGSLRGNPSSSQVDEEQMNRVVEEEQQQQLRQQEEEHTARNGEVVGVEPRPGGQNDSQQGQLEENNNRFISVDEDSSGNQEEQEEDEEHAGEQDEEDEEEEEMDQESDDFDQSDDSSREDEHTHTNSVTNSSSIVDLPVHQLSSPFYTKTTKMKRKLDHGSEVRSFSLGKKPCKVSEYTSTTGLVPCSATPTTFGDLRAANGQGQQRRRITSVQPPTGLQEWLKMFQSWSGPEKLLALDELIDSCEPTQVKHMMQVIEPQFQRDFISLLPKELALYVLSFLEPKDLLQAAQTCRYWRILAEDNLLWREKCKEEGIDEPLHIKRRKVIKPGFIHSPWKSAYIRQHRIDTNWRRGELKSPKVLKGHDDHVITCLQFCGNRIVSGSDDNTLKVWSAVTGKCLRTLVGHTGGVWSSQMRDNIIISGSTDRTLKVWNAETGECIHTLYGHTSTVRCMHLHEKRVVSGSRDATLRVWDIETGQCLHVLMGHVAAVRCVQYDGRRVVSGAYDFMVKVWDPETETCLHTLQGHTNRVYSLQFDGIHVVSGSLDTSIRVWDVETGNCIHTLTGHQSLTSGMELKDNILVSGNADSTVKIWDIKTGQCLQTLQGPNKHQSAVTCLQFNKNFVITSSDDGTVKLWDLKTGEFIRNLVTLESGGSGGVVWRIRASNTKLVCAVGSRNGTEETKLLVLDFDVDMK
GPR151 activ = activators of human GPR151. Q8TDV0. PathHunter beta-arrestin GPR151 cells, luminescence. activation, % at 11.2 µM. 650,000 compounds, 1% hits; in the data active = activation above about 4.9%;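 note: 0% = median of compound wells and 100% = cells with positive control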
TEAD-YAP inh = TEAD-YAP interaction inhibition | 640,000 compounds, 1.4% hits | inhibition, % at 9.12 µM | HEK-TIYL cells, TEAD-Gal4/YAP UAS-luciferase luminescence; in the data active = inhibition above about 32%;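 note: 0% = median of test compound wells and 100% = reference inhibitor wells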
MITF primary = blocks human microphthalmia-associated transcription factor; AlphaScreen MITF homodimerization, bead proximity signal; inhibition, % at 2.6 µM; 650,000 compounds, 0.91% hits; in the data active = inhibition above about 50%;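 note: 0% = vehicle wells with protein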
* marks the source's active call; other numbers are inactive results; & = joins results of further samples. Outcome played no part in choosing rows; any-hit rate near 3.4%.

Short keys: A = FBW7 activator; B = GPR151 activ; C = TEAD-YAP inh; D = MITF primary
mol: CCOc1cc(C2C(C(=O)OCCSCC)=C(C)NC3=C2C(=O)CC(C)(C)C3)ccc1O (centres undefined)
  A: -0.3	B: -0.5	C: -7	D: -3
mol: Cc1ccc(N(CC(=O)NCc2ccc(F)cc2)C(=O)CCC(=O)Nc2ccccn2)cc1
  A: 0.1	B: 2.3	C: 0	D: 6
mol: C#CCn1c(=NC(=O)C2CC2)sc2cc(S(C)(=O)=O)ccc21
  A: 0.5	B: 6.5*	C: 3	D: -13
mol: CN1CC(=O)N(CC(=O)Nc2ccc(OCc3ccccc3)cc2)C1=O
  A: -0.2	B: 0.9	C: 8	D: 3
mol: c1ccc(-c2nn(-c3ccccc3)[n+](-c3ccccc3)n2)cc1
  A: -0.1	B: -0.1	C: 24	D: 3
mol: Cc1cc(=O)[nH]c(N2CCN(C(=O)Nc3ccc(F)cc3)CC2)n1
  A: 0.0	B: 1.2	C: 1	D: -6
mol: CCN(CC)C(=O)[C@@H]1C[C@H](NCc2cccc(OC)c2)CN1Cc1ccc(Cl)cc1
  A: -0.1	B: 0.7	C: 5	D: -2
mol: CCCCN=CC1=C(O)CC(C)(C)CC1=O
  A: 0.0	B: 1.7	C: -4	D: 16
mol: COCCN(CCOC)c1ncnc2c1cnn2-c1cccc(C)c1
  A: 0.1	B: -0.7	C: -18	D: -1
mol: COCCn1c(C)cc(/C=N/Nc2ncnc3sc(C)c(C)c23)c1C
  A: 0.0	B: 0.1	C: -27	D: 3
mol: CCN(CC)C(=O)Cn1nc2c3c(C)c(C)sc3ncn2c1=O
  A: 0.1	B: -0.2	C: 1	D: 16
mol: Cc1c(C#N)c(O)n(CC(C)O)c(=O)c1N=Nc1ccc(S(N)(=O)=O)cc1 (centres undefined)
  A: 0.0	B: 1.3	C: 1	D: -6
mol: CCN=c1scc(-c2ccc(O)c(C(N)=O)c2)n1/N=C/c1ccc(F)cc1
  A: -0.2	B: 0.4	C: -35	D: 5
mol: CCc1nc(SCC(=O)N2CCC(C)CC2)c2c(=O)n(C)c(=O)n(C)c2n1
  A: -0.1	B: 0.3	C: 3	D: 1
mol: CCOC(=O)N1CCC(NS(=O)(=O)c2ccc3[nH]c(=O)ccc3c2)CC1
  A: -0.2	B: -0.1	C: 4	D: -11

Entries shown so far that contain a thiophene ring, fused or not, in the order listed:
Short keys: A = FBW7 activator; B = GPR151 activ; C = TEAD-YAP inh; D = MITF primary
mol: COCCn1c(C)cc(/C=N/Nc2ncnc3sc(C)c(C)c23)c1C
  A: 0.0	B: 0.1	C: -27	D: 3
mol: CCN(CC)C(=O)Cn1nc2c3c(C)c(C)sc3ncn2c1=O
  A: 0.1	B: -0.2	C: 1	D: 16

The listing picks up with the 3 entries that preceded the break.
Short keys: A = FBW7 activator; B = GPR151 activ; C = TEAD-YAP inh; D = MITF primary
mol: CCN=c1scc(-c2ccc(O)c(C(N)=O)c2)n1/N=C/c1ccc(F)cc1
  A: -0.2	B: 0.4	C: -35	D: 5
mol: CCc1nc(SCC(=O)N2CCC(C)CC2)c2c(=O)n(C)c(=O)n(C)c2n1
  A: -0.1	B: 0.3	C: 3	D: 1
mol: CCOC(=O)N1CCC(NS(=O)(=O)c2ccc3[nH]c(=O)ccc3c2)CC1
  A: -0.2	B: -0.1	C: 4	D: -11
mol: COc1cc2[nH]c(=O)n(Cc3ccccc3Cl)c(=O)c2cc1OC
  A: -0.1	B: 0.5	C: 3	D: 1
mol: COc1cc(C(=O)n2nc(N)c3cc4ccc(C)cc4nc32)cc(OC)c1OC
  A: -0.1	B: 7.8*	C: 41*	D: 2
mol: C/C(=N/N1CCN(Cc2ccccc2)CC1)c1ccc(O)cc1
  A: 0.0	B: -0.8	C: 5	D: 8
mol: COc1ccc(OC)c(Nc2ncnc3sc(C)cc23)c1
  A: 0.0	B: -0.1	C: -3	D: 9
mol: CCC(C)NC(=S)Nc1ccc(F)cc1 (centres undefined)
  A: 0.0	B: -1.2	C: -2	D: 14
mol: O=C1C2C3c4ccccc4C(C(=O)O)(c4ccccc43)C2C(=O)N1c1cc(Cl)ccc1Cl (centres undefined)
  A: 0.3	B: -2.2	C: 1	D: 8
mol: O=C(CS(=O)c1ccc(C(F)(F)F)cc1[N+](=O)[O-])Oc1cccc2cccnc12 (centres undefined)
  A: -0.8	B: 1.2	C: 8	D: 26
mol: COc1cccc(CCc2nnc(CCC(=O)N3CC[C@@H]4CCCC[C@H]4C3)o2)c1
  A: 0.0	B: -0.3	C: 7	D: 8
mol: CC1CCC(NC(=O)C2CCCN(S(=O)(=O)c3ccc4[nH]c(=O)ccc4c3)C2)CC1 (centres undefined)
  A: 0.3	B: 2.4	C: -6	D: 15
mol: Cc1noc(C)c1COc1ccc(C(=O)OCC(=O)c2c(C)[nH]c3ccccc23)cc1
  A: -0.1	B: -0.1	C: 1	D: -7
mol: COc1nc(Nc2ccc([N+](=O)[O-])cc2)nc(NC2CCCCC2)n1
  A: -0.2	B: -0.1	C: -4	D: -3
mol: O=C(Nc1ccc(I)cc1)C1C2CC3OC(=O)C1C3C2 (centres undefined)
  A: 0.1	B: 0.8	C: -16	D: 9
mol: CCOc1ccc(-n2c(=O)c3sccc3n(Cc3cc(=O)n4ccccc4n3)c2=O)cc1
  A: 0.0	B: 0.0	C: -6	D: -12
mol: O=C(COC(=O)COc1ccccc1[N+](=O)[O-])Nc1ccc([N+](=O)[O-])cc1C(F)(F)F
  A: 0.4	B: 0.7	C: 0	D: 10
mol: CCOCCCNC(=O)c1cc(S(=O)(=O)N2CCc3ccccc32)ccc1SCc1ccc(OC)cc1
  A: 0.0	B: 0.5	C: 1	D: -3
mol: CNC(=O)c1ccccc1Nc1cc(Nc2ccc(C(=O)N3CC[C@H](O)C3)cc2OC)ncc1C(F)(F)F
  A: 0.1	B: 0.8	C: 33*	D: 15
mol: O=[N+]([O-])c1ccc(N2CCOCC2)cc1NCCc1ccccc1
  A: 0.3	B: -0.2	C: 10	D: 18
mol: CC(C)Oc1ccc(C(=O)Nc2c3c(nn2C(C)(C)C)CS(=O)C3)cc1 (centres undefined)
  A: 1.1	B: -2.0	C: 9	D: 11
mol: Cc1cc(NCCCN2CCCC2=O)nc(-c2ccc(C(N)=O)cc2)n1
  A: 0.2	B: -0.2	C: -8	D: 14
mol: COc1cccc(CN2C(=O)C3C(C(=O)Nc4ccc(C)c(Cl)c4)C4C=CC3(O4)C2C(=O)NC2CCCCC2)c1 (centres undefined)
  A: -0.1	B: 1.6	C: -1	D: 4
mol: COc1ccc(OC)c(NC(=O)c2cc3nc(-c4ccc(C)cc4)cc(C(F)(F)F)n3n2)c1
  A: -0.1	B: -0.5	C: 5	D: -4
mol: Cc1cc(C)c(NC(=O)CSc2nc(C)cc(=O)[nH]2)c([N+](=O)[O-])c1
  A: -0.2	B: 8.2*	C: -11	D: -1
mol: Nc1cccc(-c2cnc3c(Nc4ccccc4)nccn23)c1
  A: 1.8	B: -1.6	C: 88*	D: 19
mol: O=C(Nc1ccccc1Cc1ccccc1)c1cc(N2CCOCC2)ccn1
  A: -0.2	B: -1.5	C: -5	D: -10
mol: Cc1ccc(-c2cccc3cnc(Nc4cccc(C(=O)N5CCCC5)c4)nc23)cn1
  A: -0.3	B: 1.7	C: 25	D: 18
mol: NC(=O)CSc1n[nH]c(CN2c3ccccc3Sc3ccccc32)n1
  A: 0.1	B: 1.0	C: 0	D: 4
mol: COc1ccc(-c2n[nH]c(=S)n2/N=C/c2cc(OC)c(OC)cc2OC)cc1
  A: -0.2&0.3	B: 2.8&-0.3	C: 11&-1	D: -6&9
mol: COC(=O)c1ccc(C(=O)OC)c(S(=O)(=O)N(C)Cc2ccco2)c1
  A: -0.3	B: 1.8	C: 8	D: -10
mol: Cc1cccc(-n2ncc3c(N(C)CCc4ccccn4)ncnc32)c1
  A: 0.0	B: 0.5	C: -37	D: 8
mol: Cc1ccc(-c2nc(CSc3nc4c(c(=O)[nH]3)CN(Cc3ccc(Cl)cc3)CC4)c(C)o2)cc1
  A: -0.2	B: 1.2	C: 2	D: -15

Look-ups from the entries so far:
Cc1ccc(-c2cccc3cnc(Nc4cccc(C(=O)N5CCCC5)c4)nc23)cn1 in MITF primary reads 18
O=[N+]([O-])c1ccc(N2CCOCC2)cc1NCCc1ccccc1 in FBW7 activator reads 0.3
COc1ccc(OC)c(NC(=O)c2cc3nc(-c4ccc(C)cc4)cc(C(F)(F)F)n3n2)c1 in GPR151 activ reads -0.5
COC(=O)c1ccc(C(=O)OC)c(S(=O)(=O)N(C)Cc2ccco2)c1 in TEAD-YAP inh reads 8
COc1ccc(-c2n[nH]c(=S)n2/N=C/c2cc(OC)c(OC)cc2OC)cc1 in MITF primary reads -6&9
NC(=O)CSc1n[nH]c(CN2c3ccccc3Sc3ccccc32)n1 in GPR151 activ reads 1.0

Going on with the list.
Short keys: A = FBW7 activator; B = GPR151 activ; C = TEAD-YAP inh; D = MITF primary
mol: O=C1c2ccccc2C(=O)N1N1C(=O)c2cccc([N+](=O)[O-])c2C1=O
  A: 0.0	B: -2.3	C: 1	D: 16
mol: O=C(N/N=C\c1ccc(-c2ccc(Cl)c(C(=O)O)c2)o1)c1ccccc1O
  A: 0.2	B: -6.6	C: -7	D: 28
mol: O=C(CC(=O)N/N=C/c1c(F)cccc1Cl)NCc1ccccc1
  A: 0.0	B: 1.3	C: 2	D: 17
mol: Cc1ccc(/C=C2\SC(=N)N(c3ccc4c(c3)OCO4)C2=O)cc1
  A: 0.2	B: -0.7	C: -2	D: -12
mol: COc1ccc(CC(=O)NC(C)c2nc3cccnc3n2C(C)C)cc1 (centres undefined)
  A: -0.1	B: 0.7	C: -10	D: 5
mol: CCOC(=O)COc1ccc(-c2cc(-c3ccccc3)c3cc(Br)ccc3n2)cc1
  A: -0.1	B: -0.5	C: 9	D: 2
mol: COCCCNC(=O)C(C)c1ccccc1 (centres undefined)
  A: 0.3	B: -1.0	C: 10	D: 15
mol: CCc1cc2c(cc3c(=O)n(CC(=O)NC4CCCCC4C)ncn32)s1 (centres undefined)
  A: -0.4	B: -0.3	C: 0	D: 2
mol: C=CCCC(=O)NCC1Cc2cccc(-c3ccc(C)cn3)c2O1 (centres undefined)
  A: 0.3	B: 1.8	C: 12	D: 2
mol: CCN(C(=O)COC(=O)c1ccc([N+](=O)[O-])o1)c1cccc2ccccc12
  A: 0.0	B: -1.1	C: 6	D: 15
mol: Nc1cc(-c2ccc(Cl)cc2)nn1S(=O)(=O)c1cccc2nsnc12
  A: 0.0	B: 0.3	C: -3	D: 17
mol: CCOC(=O)C1=C(C)N=c2s/c(=C\c3ccc(O)cc3)c(=O)n2C1c1ccccc1Cl (centres undefined)
  A: 0.3	B: -0.2	C: -9	D: 6
mol: O=C(CNCc1ccc2c(c1)OCO2)NCC1CCCCC1
  A: 0.0	B: 1.0	C: 5	D: 46
mol: COCC(=O)NC(c1nnc2n1CCN(Cc1ccccc1)CC2)C(C)C (centres undefined)
  A: 0.1	B: -0.6	C: 13	D: 4
mol: CCn1c(SCC(=O)Nc2cc([N+](=O)[O-])ccc2C)nnc1-c1ccc(O)cc1
  A: -0.2	B: -1.3	C: 15	D: -16
mol: O=C(Nc1ccc(Cl)cc1NC(=O)c1ccccc1Br)c1ccccc1
  A: -0.2	B: 0.9	C: 11	D: -7
mol: COc1nn(C)cc1C(=O)NCC(=O)NCCOc1ccc(F)cc1
  A: 0.2	B: 0.1	C: 8	D: 5
mol: O=C(Cc1ccccc1)NCc1cccs1
  A: -0.3	B: -1.1	C: -28	D: -15
mol: CC1=CC(C)(C)N(C(=O)c2cccc(F)c2)c2ccc(OC(=O)c3cccc(F)c3)cc21
  A: 0.0	B: 0.6	C: 9	D: 14
mol: c1ccc(OCCNc2cc(NCCN3CCOCC3)ncn2)cc1
  A: -0.1	B: -0.3	C: -3	D: 23
mol: COC(=O)c1cc(-c2ccc(C)cc2)nc2ccc(Cl)cc12
  A: -0.2	B: 0.4	C: -1	D: 4
mol: COc1cc(/C=C2\C(=O)NN(c3ccc(C)cc3)C2=O)cc(OC)c1OC
  A: 0.1	B: -0.8	C: -6	D: -1
mol: CCc1ccc(CN(C)Cc2c(C(=O)N3CCOCC3)nc3c(C)cccn23)nc1
  A: -0.1	B: 0.2	C: 3	D: -9
mol: CCCCc1c(C)c(C#N)c2nc3ccccc3n2c1-n1cnc2ccccc21
  A: 0.1	B: -1.5	C: -5	D: -7
mol: CCOCCCNC(=O)C1CCN(C2CCN(Cc3cccc(C)n3)CC2)CC1
  A: 0.4	B: 0.2	C: 1	D: 11
mol: COCCCNC(=O)/C(=C/c1ccc(Cl)cc1)NC(=O)c1ccccc1
  A: 0.0	B: -0.4	C: 5	D: -1
mol: C[C@H]1COc2c(C3(N)CC3)c(F)cc3c(=O)c(C(=O)O)cn1c23
  A: 0.0&0.3	B: -0.3&-2.4	C: -2&1	D: -9&8
mol: COCC(C)n1c(C)cc(C(=O)COC(=O)COc2ccc(C(C)=O)cc2OC)c1C (centres undefined)
  A: 0.0	B: 0.5	C: 9	D: 6
mol: CN1CCC(C2COC2(c2ccccc2)c2ccccc2)CC1 (centres undefined)
  A: -0.1	B: -0.6	C: 0	D: 4
mol: CN1CCN(C(=O)C(NC(=O)C2CCCCC2)C23CC4CC(CC(C4)C2)C3)CC1 (centres undefined)
  A: 0.2	B: -0.2	C: 3	D: 3
mol: COc1ccccc1-c1nc(SCc2ccccn2)c2c(=O)n(C)c(=O)n(C)c2n1
  A: 0.2	B: 1.4	C: 2	D: 6
